Screens: PubChem BioAssay, University of Kansas High Throughput Screening Laboratory
mHTT-CaM PPI inh = mHTT-calmodulin interaction abrogation; inhibition, % at 15 µM; P42858; actives 3.6% (n = 190,000); AlphaScreen His-mHTT/GST-CaM binding, luminescence;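 further: 0% = both proteins with DMSO and 100% = one protein alone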
Pf apPOL inh = Pf-apPOL DNA polymerase inhibition | actives 0.25% (n = 210,000) | inhibition, % at 10 µM | Recombinant Pf-apPOL, molecular beacon fluorescence, 1.5 h
Numbers without * were called inactive; nt = not tested or not shown. No stated cut-off is given here; in the data, active means inhibition above about 50%; inactive means the rest.

compound	mHTT-CaM PPI inh	Pf apPOL inh
O=C(CN(Cc1ccc(Cl)cc1)S(=O)(=O)c1ccccc1)NC1CCCC1	-11	3
COc1ccc(C2CC(c3ccccc3)=NN2C(=O)CN2CCOCC2)cc1 (stereo unspecified)	27	-6
O=C(NCCc1ccccc1)C1CCN(Cc2ccc(Cl)cc2)CC1	-4	-2
COc1ccc(C(=O)C=Cc2ccccc2OC)c(O)c1	21	-7
O=C(Nc1nc(-c2ccc(F)cc2)cs1)C1COc2ccccc2O1 (stereo unspecified)	-16	-2
Cc1noc(CNC(=O)C2CCN(C(=O)c3snnc3C)CC2)n1	-17	-8
O=C(NC1CCCCC1)C1COC2(CCCCC2)N1C(=O)c1cccc(F)c1 (stereo unspecified)	-11	4
CCCCC[C@@H](C)N1C[C@H](COCc2ccccc2)Oc2cc(N3CCC[C@H]3COC)ccc2S1(=O)=O	-5	-8

Entries shown so far with a Cl atom:
compound	mHTT-CaM PPI inh	Pf apPOL inh
O=C(CN(Cc1ccc(Cl)cc1)S(=O)(=O)c1ccccc1)NC1CCCC1	-11	3
O=C(NCCc1ccccc1)C1CCN(Cc2ccc(Cl)cc2)CC1	-4	-2

(cont.)
compound	mHTT-CaM PPI inh	Pf apPOL inh
COc1ccc(NC(=O)c2ccc(-c3ccc(Cl)cc3)o2)cc1OC	59*	-18
COc1cccc(CC(N)=O)c1	nt	2
CCc1ccc(C(=O)N2CCC(N3CCN(C)C3=O)CC2)cc1	8	1
CCC(=O)N1CCc2cc(Br)cc(S(=O)(=O)N3c4ccccc4CC3C)c21 (stereo unspecified)	-1	-8
CC(C)(NCc1ccccc1Cl)C(=O)O	-1	-4
CCc1ccc(S(=O)(=O)N2CCN(Cc3nc4ccccc4[nH]3)CC2)s1	100*	-52
COc1cc(O)c(C(CCN2CCCC2)c2ccc3c(c2)OCO3)c(OC)c1 (stereo unspecified)	31	-2
COc1ccc(C2=N/C(=C\c3cccnc3)C(=O)O2)c(Cl)c1	1	-1
O=C(CSCc1ccccc1)N1CCC(c2nnc(C(F)(F)F)o2)CC1	-2	3
Cc1nnc(SCC(=O)c2ccc(Oc3ccccc3)cc2)s1	-33	-19
Cc1ccc(C)c(Cc2c(C)nc3c(C(=O)NCCc4ccccc4)cnn3c2C)c1	66*	-3
O=C(Nc1ccccc1F)c1cc2n(n1)C(C(F)(F)F)CC(c1ccco1)N2 (stereo unspecified)	-8	-4
COc1cc(OC)c(OC)cc1CNC1C2CC3CC(C2)CC1C3 (stereo unspecified)	-1	-3
Cc1c(Cl)cccc1Nc1ccccc1C(=O)O	nt	-4
CS(=O)(=O)c1ccc(N2CC(c3nnc(NC(=O)c4ccccc4)o3)CC2=O)cc1 (stereo unspecified)	47	2
Cc1ccc(OCC(=O)Nc2ccc(Cl)cc2[N+](=O)[O-])cc1	0	3
O=c1c(F)cn(Cc2ccccc2)c(=O)n1Cc1ccccc1	-3	9
O=C(c1cc(-c2ccncc2)nc2ccccc12)N1CCN(c2cccc(Cl)c2)CC1	91*	-6
COc1ccccc1CNC(=O)Cn1nnc2ccccc2c1=O	13	1
COc1ccc(S(=O)(=O)N2CCSC2c2ccc(OC)c([N+](=O)[O-])c2)cc1 (stereo unspecified)	11	-1
O=C(Nc1nnc(-c2ccc(Cl)cc2Cl)s1)c1ccccc1Br	0	-3
CC(=O)Nc1ccc(Cl)c2c1C(=O)c1ccccc1C2=O	5	10
O=C(O)CSc1nnc(NC(=O)c2ccc(Cl)cc2Cl)s1	-3	-8
Cc1ccc2c(=O)cc(-c3ccc(Cl)cc3)oc2c1	-1	-7
OC(COc1ccc(Br)cc1)CN1CCOCC1 (stereo unspecified)	-3	-5
Cc1ccc(NC(=O)N2CCCC2c2cc(C(C)C)on2)c(Cl)c1 (stereo unspecified)	-2	-6
CS(=O)(=O)N1CCN(CCNC(=O)NCc2cccs2)CC1	-12	-5
Cc1cc(NC(=O)c2cccc([N+](=O)[O-])c2)ccc1O	2	2
O=C(O)CCc1ccc(O)cc1O	3	-7
CN(C)C(CNC(=O)C(=O)Nc1ccc(C(F)(F)F)cc1)c1ccco1 (stereo unspecified)	-9	-1
Cc1ccc(NC(=O)Cn2cc3c(n2)CCCC3)c(C)c1	-6	1
CN1CCCn2nc(C3CCN(S(=O)(=O)c4ccc5c(c4)OCCO5)CC3)cc2C1=O	5	-6
COc1ccc2c(c1)CCC(=Cc1ccc(C)o1)C2=O	nt	11
CC1CCCC(NC(=O)c2ccc(CS(=O)(=O)Cc3ccc(Cl)cc3)o2)C1C (stereo unspecified)	17	-13
C=CS(=O)(=O)N[C@H](C)c1ccccc1	-3	0
CCCC(=O)N1CCCC1c1nc2cc(-c3ccc(F)c(F)c3)ccc2o1 (stereo unspecified)	9	5
COc1ccc(C(=O)Nn2c(C)cc(=O)cc2C)cc1	nt	-3
CCc1ccccc1NC(=O)CN(C)S(=O)(=O)c1ccc(Br)s1	-2	-2
CCOC(=O)C[C@H]1c2cc(F)ccc2S(=O)(=O)N1Cc1cc(OC)c(OC)c(OC)c1	-5	-4
COc1ccc(NC(=O)N2CCc3c(nc(-c4ccc(F)cc4)[nH]c3=O)C2)c(C)c1	0	0

Part of the list above, reformatted.
The line under a structure holds: mHTT-CaM PPI inh | Pf apPOL inh
- CCc1ccccc1NC(=O)CN(C)S(=O)(=O)c1ccc(Br)s1
 : -2 | -2
- CCOC(=O)C[C@H]1c2cc(F)ccc2S(=O)(=O)N1Cc1cc(OC)c(OC)c(OC)c1
 : -5 | -4
- COc1ccc(NC(=O)N2CCc3c(nc(-c4ccc(F)cc4)[nH]c3=O)C2)c(C)c1
 : 0 | 0

(list continues)
compound	mHTT-CaM PPI inh	Pf apPOL inh
O=C(Nc1ccc(N2CCCN(Cc3ccoc3)CC2)nc1)c1cc(F)cc(F)c1	16	-1
CC(=O)NC1(C(F)(F)F)C(=O)Nc2c1c(=O)[nH]c(=O)n2Cc1ccco1 (stereo unspecified)	-1	-3
COc1ccc(-c2nc(COc3ccccc3F)no2)cc1	-30	-1
CCCNC(=O)CCc1nc2ccccc2n(Cc2ccccc2C)c1=O	1	-8
CCCn1cc(SCC(=O)Nc2ccc3c(c2)OCO3)c2ccccc21	27	-6
CC(C)NC(=O)c1ccccc1NS(=O)(=O)c1ccc(Br)cc1	2	-3
Cc1nc2nc(SCC(=O)NCc3ccco3)nn2c(C)c1Cc1ccccc1	6	-3
Cn1c(CC2CCN(C(=O)Nc3cc(F)cc(F)c3)C2)nc2cccnc21 (stereo unspecified)	4	-2
CN1C(=O)Cc2ccccc2C1C(=O)N1CCN(c2ccc(F)cc2)CC1 (stereo unspecified)	8	-3
COc1ccccc1C1C(C(N)=O)=C(C)Nc2nc(SCc3ccccc3)nn21 (stereo unspecified)	8	-4
Cc1cc(C)cc(N2C(=O)C3N=NN(c4cccc(F)c4)C3C2=O)c1 (stereo unspecified)	-11	-1
NCC1(c2ccccc2)CCN(Cc2ccccc2)CC1	6	1
CN1C(=O)C(C)(C(=O)Nc2ccc(F)cc2)Oc2cccnc21 (stereo unspecified)	3	-2
Cc1nn(C)c(C)c1CCN(C)Cc1ccc(=O)n(C)c1	-8	-9
CCOc1ccc2nc(NC(=O)C3Cc4ccccc4O3)sc2c1 (stereo unspecified)	-11	-2
COc1ccc(C2=N/C(=C\c3c(F)cccc3Cl)C(=O)O2)c(Cl)c1	-2	-8
c1ccc(C(c2c[nH]c3ccccc23)c2c[nH]c3ccccc23)nc1	74*	-10
O=C(Nc1ccc(I)cc1)C1CCCN1C(=O)Oc1ccccc1 (stereo unspecified)	1	0
COc1ccc(CNC(=O)C2c3ccccc3CC(=O)N2Cc2ccccc2)cc1OC (stereo unspecified)	3	1
COc1ccc(Nc2ncc3c(n2)CCN(Cc2ccc(F)cc2F)C3)cc1	4	-6
COc1ccc(-c2nc3cccnc3n2C2CCN(C(=O)c3cccs3)C2)cc1 (stereo unspecified)	38	-1
O=c1oc2ccccc2c(N2CCN(c3ccccc3)CC2)c1[N+](=O)[O-]	29	3
CCCCS(=O)(=O)N1CCC2(CC1)C(=O)N(C)C(=O)N2C	-21	-5
Cc1ccccc1OCC(=O)N1CC2CC1CC2NC(=O)c1cccs1 (stereo unspecified)	-6	4
Cc1cccc(C2=NC3(CCN(CC(=O)Nc4ccc(F)cc4F)CC3)NC2=O)c1	0	1
O=C(NN=Cc1cn(-c2ccccc2)nc1-c1cccs1)c1cccs1	nt	-1
Cc1ccc(S(=O)(=O)N=C2C=C(Br)C(=O)C(Br)=C2)cc1	45	0
COCCCNC(=O)C1CCN(c2ncccc2S(=O)(=O)N2CCCCC2)CC1	1	-1
CCC1CN2C=NC(N3CCN(C(=O)CCc4ccccc4OC)CC3)=CC2=N1 (stereo unspecified)	8	-2
Cc1cc(C)nc(SCC(=O)Nc2ncccn2)n1	4	8
CC(NC(=O)C1(c2ccc(NS(C)(=O)=O)cc2)CCCCC1)c1ccc(F)cc1 (stereo unspecified)	-9	-4
CN1c2ccccc2-c2nc3ccccc3n2C1c1cccs1 (stereo unspecified)	-58	-9
COc1ccccc1N=C1SC(C(=O)Nc2cccc(Cl)c2)CC(=O)N1C (stereo unspecified)	8	-6
Cn1nnnc1SCSc1nnnn1C	-8	nt
Cc1cc(NC(=O)c2ccccc2Br)no1	-1	-27
C=C(C)COc1ccc2c(c1)OC(=Cc1cccc(OC)c1OC)C2=O	-7	-11
CC(C)(C)C(=O)N1CCC2(C1)NCc1ccccc1NC2=NCc1ccccc1 (stereo unspecified)	17	-17
Cc1cc(=O)n2[nH]c(C)c(-c3ccccc3)c2n1	4	4
Cc1cccc(-c2cc3nc(CN(C)Cc4ccc(F)cc4)cc(=O)n3[nH]2)c1	-5	4
N#CCC[C@@H]1CC[C@]2(CCCN(C(=O)C3CCCCC3)C2)O1	-15	-5
CC(=O)Nc1cccc(NC(=O)c2cccc(Br)c2)c1	-4	3
CCCCc1ccc(NS(=O)(=O)Cc2ccccc2)cc1	1	-4
CC(=O)c1ccc(-c2ccc(C(C)=O)cc2)cc1	-13	-6
CC1CCCC(C)N1S(=O)(=O)c1ccc(I)cc1 (stereo unspecified)	-10	-1
CC(=O)Nc1cccc(Nc2nc(-c3ccccc3F)nc3ccccc23)c1	1	0
COC(=O)COc1ccc2cc(-c3ccc(OC)cc3OC)c(=O)oc2c1	-7	-3
C[N+]1(CC(O)COC23CC4CC(CC(C4)C2)C3)CCOCC1 (stereo unspecified)	0	1
Cc1c(N=Cc2cc([N+](=O)[O-])ccc2O)c(=O)n(-c2ccccc2)n1C	4	-1
CC(C)N1CC=C2C(C#N)=C(N)C(C#N)(C#N)C(c3ccc(F)cc3)C2C1 (stereo unspecified)	7	2
COc1cccc(/C=C2/SC(N3CCCC3)=NC2=O)c1OC	3	1

(continued)
compound	mHTT-CaM PPI inh	Pf apPOL inh
CCOC(=O)c1ccccc1NC(=O)C1CCCN(c2cc(-n3cccn3)ncn2)C1 (stereo unspecified)	-14	-11
CCN1CCN(C(=O)C2CCN(c3cnn(Cc4ccccc4)c(=O)c3)CC2)CC1	7	-4
Cc1c(Cc2ccc(F)cc2)c(=O)oc2cc(OS(=O)(=O)c3cccc(Cl)c3)ccc12	nt	-2
Cc1cc(C(=O)N2CCCC2c2ccccc2Cl)on1 (stereo unspecified)	-6	0
Cc1sc2ncnc(N3CCCC(C)C3)c2c1C(=O)Nc1ccccc1F (stereo unspecified)	-24	-3
Cc1ccc(C)c(NC(=O)c2cc3n(n2)CCCN(Cc2ccccc2)C3=O)c1	-5	5
COc1ccc(-c2cc(C(=O)Nc3cc(F)cc(F)c3)sn2)cc1	-10	-4
O=C(c1cnn2c(C(F)(F)F)cc(-c3ccc(Br)cc3)nc12)N1CCOCC1	-5	-4
O=C(Nc1nc(-c2ccccn2)cs1)c1ccc(Oc2ccccc2)cc1	94*	-5
Cc1ccc(/C=c2\sc3nc(-c4cccs4)nn3c2=O)o1	9	1

Random excerpt: 6 compounds from above, in no set order.
compound	mHTT-CaM PPI inh	Pf apPOL inh
CCOC(=O)c1ccccc1NC(=O)C1CCCN(c2cc(-n3cccn3)ncn2)C1 (stereo unspecified)	-14	-11
O=C(O)CCc1ccc(O)cc1O	3	-7
CCN1CCN(C(=O)C2CCN(c3cnn(Cc4ccccc4)c(=O)c3)CC2)CC1	7	-4
COc1ccc(-c2cc(C(=O)Nc3cc(F)cc(F)c3)sn2)cc1	-10	-4
O=C(Nc1ccccc1F)c1cc2n(n1)C(C(F)(F)F)CC(c1ccco1)N2 (stereo unspecified)	-8	-4
CCCCC[C@@H](C)N1C[C@H](COCc2ccccc2)Oc2cc(N3CCC[C@H]3COC)ccc2S1(=O)=O	-5	-8

Going on with the list.
compound	mHTT-CaM PPI inh	Pf apPOL inh
COc1ccc(CCC(=O)N2CCCC(C)(C(=O)NCc3cccc(OC)c3)C2)cc1 (stereo unspecified)	9	-4
COc1ccc(C(=O)N2CCC(n3c(-c4ccco4)nc4cccnc43)C2)cc1 (stereo unspecified)	-5	-5
Cc1ccc(C)c(NS(=O)(=O)c2ccc3nc(-c4ccccc4)[nH]c3c2)c1	-1	-11
O=C1OC(c2ccccc2F)=N/C1=C\c1cc(Br)cs1	24	1
Cc1ccc(CNc2ccc(-c3nc(-c4cccc(F)c4)no3)cn2)o1	-1	1
O=C(NCC1(O)CCCC1)c1cc(Cl)ccc1Cl	-15	-1
CCOc1ccccc1C1CC(c2ccc(OC)cc2)Nc2ncnn21 (stereo unspecified)	15	-5
CCCCCCOc1ccccc1/C=c1\sc2nc(-c3ccncc3)nn2c1=O	19	7
CC1CCN(C(=O)c2n[nH]c3c2CN(C(=O)Cc2ccccc2F)CC3)CC1	17	-3
Cc1ccc(-c2nc(C3CCN(S(=O)(=O)c4ccc(Cl)cc4C)CC3)no2)cc1	3	-4
O=C(c1ccc2ncnc(N3CCCC3)c2c1)N1CCN(c2ccccc2)CC1	-2	-1
